Assay outcomes as filed in PubChem BioAssay.
AmpC no deterg – inhibitors of E. coli AmpC beta-lactamase without detergent; P00811; AmpC nitrocefin hydrolysis, absorbance 480 nm, 0.0001% Triton; Potency, µM (highest dose often 57.1 µM), inactives show at the top dose activity change, negative = inhibition, actives largely listed as inhibitors; 330,000 compounds, 0.52% hits;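 note: potency is the fitted concentration of half-maximal effect; plate controls were no compound for no effect and no enzyme for full effect; nearly all actives have a fitted effect of over 20% in size; some results filed as inactive show a strong effect at the top dose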
Target sequence (P00811 whole entry, looked up): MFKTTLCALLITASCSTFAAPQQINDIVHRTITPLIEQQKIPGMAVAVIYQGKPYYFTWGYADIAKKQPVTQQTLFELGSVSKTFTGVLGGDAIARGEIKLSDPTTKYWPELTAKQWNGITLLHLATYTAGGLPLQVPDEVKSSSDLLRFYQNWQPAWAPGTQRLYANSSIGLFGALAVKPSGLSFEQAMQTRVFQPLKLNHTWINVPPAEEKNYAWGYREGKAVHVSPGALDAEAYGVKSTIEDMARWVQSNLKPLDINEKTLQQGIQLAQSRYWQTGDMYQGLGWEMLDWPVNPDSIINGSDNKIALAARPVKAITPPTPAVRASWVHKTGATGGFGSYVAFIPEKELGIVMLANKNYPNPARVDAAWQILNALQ
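20 mM phosphate pH 7.0 + 0.01% (detergent screen) or 0.0001% Triton X-100; 5.3 nM AmpC reagent; cpd preinc 15 min RT; nitrocefin (800 uM stock) to start; A480 q20 s × 4 min; Activity was normalised to no-enzyme and no-compound control wells.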
AMA1 RON2 block – disrupts binding of P. falciparum AMA1 to RON2 | AlphaScreen AMA1-biotinylated RON2 peptide binding | AID 720542 | 360,000 compounds, 0.2% hits | Potency, µM (doses to about 58.2 µM), inactives show at the highest dose activity change, negative = inhibition, most hits filed as inhibitors;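 note: potency is the fitted concentration of half-maximal effect; 0% = vehicle wells and -100% = peptide control; nearly all actives have a fitted effect of over 45% in size; some results filed as inactive show a strong effect at the top dose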
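AMA1 (3D7) with his tag at 25 nM final met compounds first, then biotinylated RON2 peptide at 25 nM; detection used donor plus acceptor beads, 10 µg/mL apiece, read by AlphaScreen after 30 min at room temperature.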
HCMV antiviral – blocks human cytomegalovirus replication; activity change, negative = inhibition, % at 57.5 µM; 410,000 compounds, 4.5% hits; HFF cells, HCMV-luciferase reporter, 72 h; stronger effect = lower value; in the data active = activity change below about -60%; inconclusive = no clear call, values can overlap the other calls; inactive = above about -39%
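Compounds were evaluated in HFFs infected with an HCMV luciferase reporter virus (MOI 1 PFU/cell). Luciferase in lysates collected 72 h post infection served as the replication measure.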
Giardia FBPA inh – inhibitors of Giardia lamblia fructose-1,6-bisphosphate aldolase | AID 2451 | purified Giardia FBPA | Potency, µM (titrated, usually from 59.6 µM), without a hit: at the highest dose activity, negative = inhibition, most hits filed as inhibitors | 290,000 compounds, 0.71% hits | A8B2U2; note: potency is the fitted concentration of half-maximal effect; nearly all actives have a fitted effect of over 55% in size
Target sequence (A8B2U2 whole entry, looked up): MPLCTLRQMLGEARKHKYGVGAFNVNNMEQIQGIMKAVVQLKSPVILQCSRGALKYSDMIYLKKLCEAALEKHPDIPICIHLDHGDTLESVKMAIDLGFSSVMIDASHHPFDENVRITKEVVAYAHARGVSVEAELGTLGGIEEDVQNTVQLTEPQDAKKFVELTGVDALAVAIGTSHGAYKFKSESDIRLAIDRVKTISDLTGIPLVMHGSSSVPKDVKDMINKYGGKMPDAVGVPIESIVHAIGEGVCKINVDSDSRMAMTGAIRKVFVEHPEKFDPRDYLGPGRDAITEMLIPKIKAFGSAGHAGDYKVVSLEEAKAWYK
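40 nM FBPA preincubated 10 min at RT with compound (up to 57.5 uM final), then substrate plus GAPDH/TPI/NAD/arsenate coupling and diaphorase/resazurin added. Fluorescence read after 20 min at RT, 525/598 nm.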
Sm TGR inh – blocks Schistosoma mansoni thioredoxin glutathione reductase; Q962Y6; purified TGR, DTNB reduction, TNB absorbance 405 nm; Potency, µM (series often up to 114 µM), for inactives: at the highest dose activity change, negative = inhibition, hits mostly inhibitors; 360,000 compounds, 3% hits; AID 485364; note: potency is the fitted concentration of half-maximal effect; nearly all actives have a fitted effect of over 60% in size
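Kinetic colorimetric format: TGR-catalysed, NADPH-driven DTNB reduction monitored via TNB absorbance. Enzyme dispensed at 20 nM; compound exposure 15 min at room temperature before reaction start.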
AmpC detergent – AmpC beta-lactamase inhibition with detergent present; P00811; AmpC hydrolysis of nitrocefin, absorbance 480 nm, 0.01% Triton; 370,000 compounds, 0.041% hits; Potency, µM (titrated, usually from 114 µM), for the others: top-dose activity change, negative = inhibition, actives largely listed as inhibitors; AID 485294;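 note: potency is the fitted concentration of half-maximal effect; 0% = no-compound wells and -100% = no-enzyme wells; nearly all actives have a fitted effect of over 25% in size; some results filed as inactive show a strong effect at the top dose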
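AmpC (5.3 nM in the dispensed reagent) in 20 mM phosphate pH 7.0 with 0.01% (detergent screen) or 0.0001% Triton X-100 was preincubated with compounds for 15 min at room temperature. Nitrocefin was then added from an 800 uM solution, and hydrolysis was followed at 480 nm.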
The depositor's hits bear a star; ? = inconclusive; nt = no result given; & = joins results of further samples; ! = a repeat was not active; [ ] = remark or other dose. Unless noted, calls come from the whole dose curve; as a rule, active = well fitted curve in the direction sought with a large enough effect; inconclusive = small, poorly fitted or top-dose-only effect, or another doubt; inactive = no such curve, though single readings can be large; an effect the other way counts as inactive or inconclusive. Unless noted, % is set by controls: 0 for no effect and ±100 for the full control effect. Compounds were not picked by outcome; overall some 7.8% were active at least once.

molecule,AmpC no deterg,AMA1 RON2 block,HCMV antiviral,Giardia FBPA inh,Sm TGR inh,AmpC detergent
CCOC(=O)c1sc(=NC(=O)c2ccc(Cl)s2)n(C)c1C,-13.8%,3.8%,12.3,5.1%,-21.4%,-7.2%
CC1(C)CC(=O)C=C(NCCN2CCN(C(=S)NC3CCCCC3)CC2)C1,65.7%[activator],1.4%,-28.1,4.6%,-1.2%,-2.5%
COc1ccc(C2CC(=O)C(C=NCCN3CCNCC3)=C(O)C2)cc1OC (stereo not drawn),-1.0%,nt,nt,0.2%,?,?
Cc1ccc2c(c1)c1c(n2CC(O)CN2CCOCC2)CCCC1 (stereo not drawn),75.7%[activator],nt,nt,-28.7%,-4.2%,-14.6%
Cc1cc(Cl)c(OCCOCCN2CCCC(C)C2)c(Br)c1 (stereo not drawn),38.0%,?,40.9,?,-0.7%,6.0%
CC(=O)Nc1ccc(CN2CCCC(C(=O)c3ccc(C(F)(F)F)cc3)C2)cc1 (stereo not drawn),45.7%,-10.3%,-2.1,-2.1%,-5.7%,-1.4%
CCOC(=O)C1CCN(Cc2nnc(-c3cccc(Br)c3)o2)CC1,57.5%,5.7%,-20.4,2.0%,-14.7%,-13.0%
Cc1ccc(Cn2nnc3sc4c(c3c2=O)CCC(C)C4)cc1 (stereo not drawn),nt,nt,-4.1,nt,4.0%,-0.6%
Cc1cccc(N2CCN(C(=O)c3ccc4nc(-c5ccco5)c(-c5ccco5)nc4c3)CC2C)c1 (stereo not drawn),61.3%[activator],?,-36.4,-22.4%,?,-8.6%
CNC(=O)CN(c1cc(C)ccc1C)S(C)(=O)=O,-6.9%,12.4%,21.3,-0.6%,6.9%,0.1%
COc1ccc2[nH]c3c(NCc4ccco4)ncnc3c2c1,?,-5.5%,nt,-1.4%,4.5%,-3.0%
Cc1ccc(Nc2cc(C)nc3ccc(C)cc23)cc1,1.6%,-7.9%,-39.2,-22.3%,6.4%,?
CC(C)(C)OC(=O)C[C@@H]1C/C=C\C[C@H](CC(=O)N(CCO)Cc2ccccc2)C(=O)N[C@H](Cc2ccccc2)COC1=O,220.2%[activator],16.9%,19.5,nt,nt,nt
CS(=O)(=O)N(Cc1ccc(C(=O)NC2CCCC2)cc1)c1ccccc1,-24.8%,-0.2%,-19.1,0.8%,8.4%,5.2%
Cc1ccc(-c2nn(-c3ccccc3)cc2C(=O)Nc2ccc(C(=O)O)cc2)cc1,-17.5%,-17.0%,-30.3,24.5%,-20.5%,-11.3%
CCOc1ccccc1Nc1nnc(SCC(=O)N(C)C2CCS(=O)(=O)C2)s1 (stereo not drawn),-6.8%,-6.7%,-15.3,nt,nt,nt
Cc1cccc(NS(=O)(=O)c2cc3c4c(c2)CC(=O)N4CCC3)c1C,9.6%,0.2%,-26.8,nt,-0.5%,-0.4%
Fc1ccc2nc(Nc3nc4c(s3)CCCC4)sc2c1,-20.6%,109.9%[activator],-23.1,4.0%,-12.4%,-0.2%
O=c1[nH]c(=O)n(-c2ccc(Br)cc2)c(O)c1C=NCCN1CCCCC1,1.9%,5.5%,14.7,0.1%,-13.9%,-8.4%
CC1(C)CC2CC(C)(CN2S(=O)(=O)c2cccc(C(=O)OCC(=O)NC(N)=O)c2)C1 (stereo not drawn),15.8%,-12.7%,-25.9,nt,15.8µM*,3.0%

Fetched by compound from the entries so far (two):
molecule,AmpC no deterg,AMA1 RON2 block,HCMV antiviral,Giardia FBPA inh,Sm TGR inh,AmpC detergent
CC(C)(C)OC(=O)C[C@@H]1C/C=C\C[C@H](CC(=O)N(CCO)Cc2ccccc2)C(=O)N[C@H](Cc2ccccc2)COC1=O,220.2%[activator],16.9%,19.5,nt,nt,nt
COc1ccc2[nH]c3c(NCc4ccco4)ncnc3c2c1,?,-5.5%,nt,-1.4%,4.5%,-3.0%

(continued)
molecule,AmpC no deterg,AMA1 RON2 block,HCMV antiviral,Giardia FBPA inh,Sm TGR inh,AmpC detergent
COc1cccc(C2(O)CCSCC2CN(C)C)c1 (stereo not drawn),-19.1%,2.6%,-29.7,17.4%,2.3%,-9.0%
O=c1cc(-c2ccccc2)nc(SCc2nc(-c3ccc(Cl)cc3)no2)[nH]1,nt,nt,?,nt,-1.9%,25.3%
COCCCNC(=O)Cn1cc(/C=C(\C#N)C(=O)NC2CC2)c2ccccc21,-13.9%,8.7%,7.1,9.8%,-1.7%,-7.5%
Cn1c(COc2ccccc2)nnc1SCC(=O)NCc1ccccc1,-4.3%,-0.9%,17.5,3.3%,8.3%,-2.2%
COc1ccc([C@H]2CC(=O)C=C(c3ccc(Oc4ccccc4)cc3)C2)cc1OC,65.5%[activator],-6.7%,-63.9*,nt,5.3%,3.0%
COc1ccccc1-c1cnnc(N/N=C/c2ccc(-c3cccc(Br)c3)o2)n1,-17.5%,47.1%[activator],-12.2,0.6%,-19.0%,4.2%
Cc1ccc(Nc2ncc(C(=O)NCCCN3CCN(C)CC3)c3ccccc23)cc1Cl,80.4%[activator],2.2%,-19.1,-6.9%,0.0%,1.1%
CCC(CC)c1nn2c(=O)cc(COc3ccc(NC(=O)c4ccc(Cl)cc4)cc3)nc2s1,nt,nt,5.7,nt,-0.2%,0.7%
COc1ccc(NC(=O)C#Cc2ccccc2)cc1OC,-13.9%,8.0%,-88.1*,2.8%,-33.5%,-10.4%
COc1ccc(S(=O)(=O)NC(C)C(=O)NCc2ccccn2)cc1Cl (stereo not drawn),-0.2%,47.5%[activator],8.9,-4.9%,-6.7%,-4.9%
CCc1ccc(CNc2ccc3c(c2)ncn3C)cc1,-0.4%,-16.9%,6.5,-8.7%,-3.3%,-9.7%
O=C(CNC(=O)c1ccccc1Br)N/N=C/c1ccc(O)cc1,-10.0%,22.9%,-36.6,9.7%,-2.7%,-2.1%
O=C(CCCCCN1C(=O)CCC1=O)Nc1ccc(Br)cc1F,-1.4%,0.1%,2.1,0.8%,-16.9%,?
O=C(NC1CC(=O)N(c2ccccc2)C1)C1CCCCC1 (stereo not drawn),nt,nt,47.7,nt,-1.4%,0.2%
C=CCn1cc(/C=C2\SC(N3CCOCC3)=NC2=O)c2ccccc21,92.7%[activator],-4.5%,59.0,0.7%,-7.0%,-5.1%
O=C(O)Cc1ccc(NC(=O)Nc2cccc3ccccc23)cc1,-14.8%,-3.1%,61.7,13.8%,-23.5%,-14.2%
COc1ccc(C(=O)NCC(c2cccs2)N2CCc3ccccc32)c(OC)c1 (stereo not drawn),-8.7%,-18.2%,-10.4,nt,1.6%,?
O=C(OCC(=O)N1CCC(Cc2ccccc2)CC1)c1cncc(Br)c1,24.3%,9.2%,3.1,nt,nt,nt
C[C@H](CO)N1C[C@H](C)[C@@H](CN(C)Cc2ccc(-c3ccccc3)cc2)Oc2ccc(NC(=O)Cn3cnnn3)cc2C1=O,211.3%[activator],1.3%,5.4,nt,nt,nt
C#Cc1ccc([C@@H]2C=C(C(=O)OCC=C)O[C@H](OCCCCO)C2)cc1,79.4%[activator],-7.6%,15.9,-3.4%,?,-2.6%
CCOC(=O)c1c(NC(=O)c2cc3n(n2)C(C(F)(F)F)CC(c2ccccc2)N3)sc(C)c1C (stereo not drawn),-36.5%,-5.7%,-38.9,-0.2%,1.2%,-23.9%
COc1ccc(CCNC(=O)COc2ccc([N+](=O)[O-])cc2)cc1,-1.9%,5.4%,?,3.1%,1.7%,-9.8%
Cc1ccc(Cn2c(=O)n(-c3ccccc3)c(=O)c3ccc(C(=O)NCc4ccco4)cc32)cc1,-16.8%,-9.5%,-60.9*,0.6%,2.1%&-5.9%,?
COc1ccc(-c2[nH]ncc2-c2nc(C)cs2)c(O)c1,-8.2%[2.29 µM],48.0%[activator],-29.7,-11.5%,4.0%,3.1%
COc1ccc(O)c(/C=N/NS(=O)(=O)c2ccc(C)cc2)c1,-18.1%,2.2%,4.5,-16.9%,-0.7%,-1.9%
Cc1ccc2c(C)c(C(=O)N3CCN(c4ncccn4)CC3)oc2c1C,101.1%[activator],?,-21.3,0.1%,0.1%,-7.2%
CCN(Cc1ccc(OC)c(F)c1)C(=O)c1cc2ccccc2o1,-7.3%,3.5%,1.0,-2.5%,-12.0%,-1.1%
CCOc1ccc(N=C2NC(=O)C(CC(=O)Nc3ccc(OC)cc3)S2)cc1 (stereo not drawn),-7.2%,14.6%,18.6,4.5%,0.9%,-4.4%
CC(=O)Nc1ccc(NC(=O)c2cc(=O)c3ccccc3o2)cc1,-25.5%,-8.8%,-84.6*!,-6.0%,-22.5%&4.6%,?
COc1ccc(-n2nc(C(=O)NCC(=O)Nc3cccc(NC(C)=O)c3)c3ccccc3c2=O)cc1,30.4%,9.1%,-11.0,-0.2%,-2.1%,-0.1%
COc1ccc(N2CCN(c3ccc([N+](=O)[O-])nc3)CC2)cc1,-29.2%,-22.6%,-29.8,-1.5%,1.3%,-3.5%
c1ccc(NCc2nc3ccccc3n2CCOc2ccccc2)cc1,-17.4%,2.9%,97.5,4.4%,-5.8%,-11.1%
COc1ccccc1-c1c(C(F)(F)F)oc2cc(OC(=O)c3ccc([N+](=O)[O-])cc3)ccc2c1=O,122.7%[activator],6.2%,-21.1,9.9%,0.2%,-9.3%
O=c1n(-c2ccc(Br)cc2)cnn1-c1ncccc1[N+](=O)[O-],-6.9%,-7.7%,?,2.1%,nt,4.8%
Cc1cc2ncc(-c3ccc(Cl)cc3)cn2n1,-15.6%,-6.8%,-17.3,-0.4%,0.0%,?
CCn1cc(C(=O)NN)c(=O)c2cc(F)c(N3CCN(C)CC3)cc21,42.2%,67.6%[activator],12.6,10.3%,18.1%,0.1%
O=C(/C=C\c1cn(-c2ccccc2)nc1-c1ccc2c(c1)OCCO2)N1CCOCC1,171.6%[activator],-4.3%,-39.2,-5.7%,18.9%,-7.6%
NC(=O)Nc1ccccc1C(=O)N1CCC(O)(c2ccc(Cl)cc2)CC1,-47.9%,-13.2%,13.5,5.9%,-9.6%,0.2%
CCc1ccc(NCc2cc3ccc(OC)cc3n(CC(=O)Nc3cccc(Cl)c3C)c2=O)cc1,nt,nt,9.4,nt,-3.0%,13.8%
C[C@]12CC[C@H]3[C@@H](CC[C@]4(O)C[C@@H](O)CC[C@]34C=O)[C@@]1(O)CC[C@@H]2C1=CC(=O)OC1,-11.0%,2.5%,-99.2*,nt,0.6%,3.5%
COc1ccc(/C=N/Nc2nc3ccccc3o2)cc1OC,-21.1%,7.0%,81.3,-12.3%,-24.9%,?
CC(NC(=O)C1CCN(S(=O)(=O)c2ccc(F)cc2)CC1)c1ccccc1 (stereo not drawn),nt,nt,-15.9,nt,-6.6%,-0.9%
